Screening data (PubChem)
MEKK2 WT-MEK5: modulators of MEK5 binding to wildtype MEKK2, primary screen, biochemical, multiplex bead flow cytometry, Alexa488-MEK5; Alexa488-MEK5 binding to MEKK2 WT; actives lie on both sides; binding response (% of control), % at 10 µM; AID 1531, 2009; Mitogen-activated protein kinase kinase kinase 2 (Homo sapiens), Q9Y2U5; actives 1.1% (n = 290,000); in the data active = binding response below about 67% or above about 130%
V1aR counter: agonists of human V1a receptor, primary screen, counter-screen for OXTR agonist project, fluorescence, CHO-V1R cells. actives 0.25% (n = 320,000). Vasopressin V1a receptor (Homo sapiens), P37288. AID 2797, 2010. Fluo-8 calcium fluorescence, agonist mode; 0% DMSO, 100% 3 nM vasopressin. activation, % at 3 µM;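 active = activation above the mean activation of all tested compounds plus 3 SD, per screening run, cut at about 20% in these data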;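 note: signal is peak over basal fluorescence ratio across a 100 second FLIPR read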
GalR3 antagonist: GalR3 antagonists in HEK293 cells, primary screen, cell-based, fluorescence readout; HEK293 GalR3-CNG cAMP membrane potential fluorescence; galR3 body fused to GalR1 C-terminus; inhibition, % at 3 µM; actives 0.44% (n = 360,000); AID 651719, 2012;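 active = inhibition above the screen-wide average plus 3 SD, cut at about 13% in these data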;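 note: forskolin and galanin both at EC90 stimulate the cells; cAMP rise reported by CNG channel membrane potential dye signal; 0% = forskolin plus galanin with DMSO and 100% = forskolin alone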
OXTR ag: human OXTR agonists, primary screen, fluorescence, CHO-OTR cells, Fluo-8 calcium; Fluo-8 calcium fluorescence; normalized: DMSO 0%, oxytocin 100%; AID 2435, 2010; actives 0.32% (n = 320,000); Oxytocin receptor (Homo sapiens), P30559; activation, % at 3 µM;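 active = activation above the mean of all tested compounds plus 3 SD, cutoff set per screening run, cut at about 20% in these data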;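 note: peak over basal fluorescence ratio from a 100 s FLIPR kinetic read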
Target sequence (P30559 whole entry, looked up): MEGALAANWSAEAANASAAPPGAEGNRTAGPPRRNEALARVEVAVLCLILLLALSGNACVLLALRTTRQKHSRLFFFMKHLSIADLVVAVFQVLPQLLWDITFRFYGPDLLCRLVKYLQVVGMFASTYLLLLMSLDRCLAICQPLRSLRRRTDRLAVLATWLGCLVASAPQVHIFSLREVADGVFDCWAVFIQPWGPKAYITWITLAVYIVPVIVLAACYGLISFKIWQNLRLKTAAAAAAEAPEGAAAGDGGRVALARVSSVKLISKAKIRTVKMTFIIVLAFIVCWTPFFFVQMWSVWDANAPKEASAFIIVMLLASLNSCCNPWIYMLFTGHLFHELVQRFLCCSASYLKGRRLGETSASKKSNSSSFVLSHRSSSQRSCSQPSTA
NALP1 inh: NALP1 inflammasome inhibitors in reconstituted yeast, colorimetric, S. cerevisiae, triplicate retest; actives 0.61% (n = 280,000); AID 2071, 2009; S. cerevisiae NALP1/ASC/caspase-1 growth, X-gal OD620, 72 h; inhibition, % at 10 µM; in the data active = inhibition mostly above about 24%, no sharp cut-off; inactive = mostly below about 32%; note: some compounds called inactive have numbers as strong as hits
MEKK2 mut-MEK5: MEK5 binding signal on mutant MEKK2 PB1, primary screen, biochemical, multiplex bead flow cytometry, Alexa488-MEK5; percent response, % at 10 µM; Alexa488-MEK5 binding to MEKK2 mutant; actives 0.35% (n = 290,000); AID 1530, 2009; in the data active = percent response above about 24%, passing the limit was not always enough; note: inactives centre near 1; some results filed as inactive read as strong as hits; reference of the scale not given here
GPR7 antag: GPR7 receptor antagonists, primary screen, cell-based, fluorescence, single concentration. GPR7-expressing cells, fluorescence antagonist assay. actives 1.1% (n = 290,000). Neuropeptides B/W receptor type 1 (Homo sapiens), P48145. inhibition, % at 4.4 µM; in the data active = inhibition above about 16%, passing the limit was not always enough;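 note: cells stimulated with the agonist NPW; 0% = agonist with vehicle and 100% = vehicle without agonist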
PHOSPHO1 inh: PubChem AID 1565; Phosphoethanolamine/phosphocholine phosphatase (Homo sapiens), Q8TCT1; recombinant PHOSPHO1, absorbance phosphatase assay; inhibition, % at 13.3 µM; actives 1.1% (n = 290,000); in the data active = inhibition above about 60%
MEKK3 PB1 HTS: modulators of MEKK3-MEK5 PB1 binding, primary screen, biochemical, wildtype MEKK3, multiplex bead flow cytometry, Alexa488-MEK5; Mitogen-activated protein kinase kinase kinase 3 (Homo sapiens), Q99759; bead-based flow cytometry, Alexa488-MEK5 binding to MEKK3; actives lie on both sides; 0 = blocked by unlabeled MEK5, 100 = vehicle; binding response (% of control), % at 10 µM; actives 1.4% (n = 290,000); AID 1529, 2009;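 active = binding response more than 3 SD above or below the average of its plate-row segment, actives on both sides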;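 note: Alexa488 bead fluorescence after subtracting the streptavidin-only scavenger bead signal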
Target sequence (Q99759 whole entry, looked up): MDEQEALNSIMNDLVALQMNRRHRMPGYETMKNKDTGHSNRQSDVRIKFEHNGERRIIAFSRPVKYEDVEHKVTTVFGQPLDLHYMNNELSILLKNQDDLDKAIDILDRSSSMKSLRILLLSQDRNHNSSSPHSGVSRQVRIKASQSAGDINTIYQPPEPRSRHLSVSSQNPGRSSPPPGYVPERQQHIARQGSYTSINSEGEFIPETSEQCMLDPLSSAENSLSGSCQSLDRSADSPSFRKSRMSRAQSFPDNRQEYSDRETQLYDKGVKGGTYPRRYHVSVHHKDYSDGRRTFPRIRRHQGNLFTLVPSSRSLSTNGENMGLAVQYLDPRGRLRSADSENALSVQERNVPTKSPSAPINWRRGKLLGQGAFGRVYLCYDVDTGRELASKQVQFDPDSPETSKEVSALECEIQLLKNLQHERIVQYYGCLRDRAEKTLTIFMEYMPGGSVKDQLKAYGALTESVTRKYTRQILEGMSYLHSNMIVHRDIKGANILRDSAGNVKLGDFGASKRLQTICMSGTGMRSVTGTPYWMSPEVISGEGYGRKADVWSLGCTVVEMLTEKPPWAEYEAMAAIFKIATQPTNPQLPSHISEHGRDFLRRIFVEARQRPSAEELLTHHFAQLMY
* marks the source's active call; other numbers are inactive results; nt = not tested or not shown; [ ] = another dose, or the depositor's remark.

SMILES,V1aR counter,MEKK2 WT-MEK5,MEKK3 PB1 HTS,PHOSPHO1 inh,GalR3 antagonist,OXTR ag,GPR7 antag,MEKK2 mut-MEK5,NALP1 inh
CCNC(=O)N1c2ccccc2Sc2ccccc21,-0.1,101,102,37,-6,-1.8,0,8,5
Cn1c(NCCCO)nc2ccccc21,0.2,97,97,2,-6,-0.2,-12,-1,16
CNC(=S)N1C2CCCC1CC(NC(=O)c1ccc(F)cc1)C2 (configuration not stated),0.7,107,110,19,-10,0.0,-6,7,-4
C=CCNC(=O)c1cn(CC)c2cc(N3CCN(C(=O)c4ccco4)CC3)c(F)cc2c1=O,4.1,97,97,24,-7,0.6,-14,-1,9
CCN(CC(=O)Nc1ccc(NC(C)=O)cc1)CC(=O)Nc1ccccc1C(=O)c1ccccc1,-0.2,94,93,20,17*,-2.1,0,-6,-15
CCOC(=O)c1sc2nc3c(SCC(=O)O)cc(C(=O)c4ccccc4O)cn3c(=O)c2c1C,-0.2,88,99,-114,-4,1.0,5,-8,-8
Cc1cc(C)n2c(SCCC(C)C)nnc2n1,-1.2,99,100,9,1,-2.0,-9,4,4
COc1cc(/C=C2\SC(=S)N(CCC(=O)Nc3ccccc3O)C2=O)cc(OC)c1OC,3.5,84,96,30,0,2.2,-23,-11,31
Cc1nnsc1S(=O)c1ccc(F)cc1 (configuration not stated),0.1,108,108,24,-9,0.1,0,10,4
CC(C)(C)CC(=O)Nc1nnc(SCC(=O)NC2CCCCC2)s1,0.6,94,97,22,-7,0.2,-11,-2,12
COc1cc2ccccc2cc1C(=O)NCC(c1cccs1)N(C)C (configuration not stated),0.2,100,98,-111,3,1.1,-2,-7,0
O=C(/C=C/c1ccccc1Cl)Nc1cccc(O)c1,-0.5,93,99,-4,-3,1.0,22*,-2,16
O=C(O)C1CCN(C(=O)c2ccccc2C(=O)N2CCC(C(=O)O)CC2)CC1,0.6,102,101,2,-2,1.3,-11,1,-3
O=C(O)CCc1ccc(-c2ccccc2)n1CC(=O)Nc1cccc(C(F)(F)F)c1,nt,103,108,nt,-9,nt,-8,3,18
Cc1ccc(CNC(=O)/C=C/c2ccc(S(=O)(=O)N3CCOCC3)cc2)cc1,3.8,103,102,-2,-2,0.9,3,3,39
COc1ccc(C(=O)O/N=C(\N)c2ccccc2)cc1OC,0.6,104,105,29,-6,-0.2,-4,7,0
O=C(CSC1=NCCS1)N1CCOCC1,0.5,99,93,6,-1,0.0,2,-2,-6
O=C(Nc1cccc(C(F)(F)F)c1)c1cnc2n(c1=O)CCS2,1.4,100,101,-5,0,1.3,-9,11,5
COc1ccc2cc(C(=O)NCCCN3CCCC3=O)[nH]c2c1,0.2,100,104,45,1,-0.9,-12,1,10
CC(=O)/C(N=Nc1cc(C)ccc1O)=C(\C)O,0.7,95,101,33,-6,1.2,1,-11,-1
CCOC(=O)c1cccc(NC(=O)CN(c2ccc(C)cc2)S(=O)(=O)c2c(C)noc2C)c1,1.3,110,106,16,-3,0.3,-15,12,-17
Cc1cccc(N2C(=O)CC(SC(=Nc3ccccc3)Nc3ccccc3)C2=O)c1 (configuration not stated),-0.7,100,105,-7,-3,-0.5,-12,10,31
COCCCNC(=O)c1oc2ccc(S(=O)(=O)N(C)C3CCCCC3)cc2c1C,-0.5,98,102,18,-3,-2.6,3,1,8
CCOC(=O)C1(Cc2ccccc2)CCN(Cc2ccc3c(c2)OCCO3)CC1,5.7,102,98,36,-5,4.9,5,2,21
O=C(/C=C/c1cccc([N+](=O)[O-])c1)NCCN1C(=O)S/C(=C\c2ccc(F)cc2)C1=O,3.7,98,97,-18,5,1.4,-12,0,36
O=C(NCCc1ccc(Cl)cc1Cl)c1cccnc1,1.1,100,98,19,-4,0.6,-12,-3,10
COc1ccc2c(c1)c(=O)oc1c(C)c(OCc3cc(C(=O)O)oc3C)ccc12,1.0,96,105,23,2,1.3,-5,-2,-4
O=C1CN=C(Nc2ccc(Cl)cc2)N1c1ccccc1,0.7,107,100,42,-5,0.6,5,3,-1
O=C(N/N=C/c1ccco1)c1cc(-c2cccc(Br)c2)nc2ccccc12,-0.7,93,93,13,-8,-1.1,-7,-2,16
Cc1nn(C)cc1CNC(=O)c1cccc(Cl)c1,1.0,94,94,16,4,-0.1,-9,3,8
COc1cc(C(=O)NCC(=O)N/N=C(/C)c2cccs2)cc(OC)c1OC,0.5,98,100,-15,0,0.0,3,-2,-41
CC[C@H](C)/C=C(C)/C=C/C(=O)Cc1cc(O)c(C)c(O)c1C=O,1.6,103,104,22,3,1.9,nt,5,0
COCCNC(=S)N/N=C(\C)c1cccc([N+](=O)[O-])c1,-0.1,110,107,0,7,-0.5,-7,-1,16
CN(C)S(=O)(=O)c1ccc(C(=O)NCc2cccs2)cc1,1.0,111,106,0,-5,1.1,11,9,-11
Cc1ccc(SCCN2CCC(O)CCC2=O)cc1 (configuration not stated),0.7,98,102,10,-1,-0.7,-7,-6,24
O=C(Nc1cccc(C(F)(F)F)c1)Oc1ccccc1N1CCOCC1,4.8,92,95,36,1,3.8,-10,-11,nt
N#CN(CC(N)=O)c1nc(N2CCCCC2)nc(N2CCCCC2)n1,0.0,105,103,-26,0,-0.5,0,7,10
Clc1ccc(Cn2cnc3ccccc32)cc1,7.9,102,99,40,-3,3.5,-6,3,-1
CC(=O)Nc1ccc(Oc2cncc(Cl)c2)nc1,0.9,100,102,36,-2,0.7,-5,2,nt
CC(NC(=O)CCN1N=C(c2ccccc2)CCC1=O)c1ccc2c(c1)OCCO2 (configuration not stated),-0.7,96,95,20,nt,-0.9,1,-13,5
CC(C)CCCNc1nc(N2CCOCC2)nc(N2CCOCC2)n1,-2.1,99,93,-3,0,-1.3,-11,-3,12
CNC(=S)NNC(=O)c1ccccc1Br,1.1,97,100,8,0,0.8,6,-1,17
CN(C)C(=O)Cn1c(SCC(=O)N2CCCc3ccccc32)nc2ccccc21,-0.1,88,86,-7,0,1.5,-5,-5,3
Cc1ccc(S(=O)(=O)N2CCCC2C(=O)NCc2ccccc2Cl)cc1 (configuration not stated),0.0,88,81,-1,-5,-1.2,16,-4,30
O=C(c1cn(CC(=O)N2CCCCC2)c2ccccc12)C1CC1,-0.9,106,102,-3,-1,0.2,-18,2,13
Cc1cccc(N=C2NN=C(c3ccccc3F)CS2)c1C,2.5,86,95,-4,-4,-0.7,0,-13,6
CCSC1=C(C#N)C(c2ccccc2C)CC(=O)N1 (configuration not stated),0.0,96,105,15,-3,2.4,-5,3,11
N#Cc1c(Sc2ncc(C(F)(F)F)cc2Cl)nsc1C/C=N\OCc1c(F)cccc1Cl,-1.0,103,106,79*,-4,-1.1,-10,7,-32
Cc1cc(C)c(NS(=O)(=O)c2c(C)noc2C)c(C)c1,-1.5,101,100,26,1,-2.6,-16,3,4
CCC(=O)c1c[nH]c(C(=O)NCC2CCCO2)c1 (configuration not stated),-0.6,108,105,-15,-3,0.2,-1,5,30

The list continues:
SMILES,V1aR counter,MEKK2 WT-MEK5,MEKK3 PB1 HTS,PHOSPHO1 inh,GalR3 antagonist,OXTR ag,GPR7 antag,MEKK2 mut-MEK5,NALP1 inh
COCCNC(=O)c1c(C)cc(C)cc1C,0.5,95,99,29,1,0.1,-6,-2,2
Cc1ccc(-n2cc(C(=O)c3ccc(N4CCN(C)CC4)cc3)nn2)cc1Cl,-0.5,124,107,2,2,2.0,-2,-4,7
CC(C)C(=O)Nc1ccc(C(=O)c2ccccc2)cc1,1.4,98,85,3,-4,-0.2,-6,1,13
O=S1(=O)CC(O)C(Nc2ccc(Cl)cc2)C1 (configuration not stated),1.9,67,49*[inhibitor],-4,1,0.0,-2,-4,1
N#CCCn1cc(/C=N/NC(=O)c2ccncc2)c(-c2ccccc2)n1,1.5,99,100,0,-2,1.1,-2,-3,24
CCCOc1ccc(C2C(C(=O)/C=C/c3ccco3)=C(O)C(=O)N2CCN2CCOCC2)cc1OC (configuration not stated),-0.1,104,106,5,-3,-0.9,-7,4,2
CC(C)(C)c1ccc(C(=O)Nc2ccc(O)c3c(=O)cc(-c4cccc(Cl)c4)oc23)cc1,0.4,82,85,13,-2,-1.7,nt,2,12
O=C1c2sc3nc4c(c(=O)n3c2C(=O)N1c1ccccc1)CCC4,3.5,103,102,4,0,0.6,-9,2,-14
COc1ccc(-c2nc(CSCC(=O)NC3CCN(Cc4ccccc4)CC3)c(C)o2)cc1OC,1.0,109,102,13,1,1.2,-8,2,-5
COc1ccc(NC(=O)n2ncc3c(C)cccc32)cc1OC,0.1,99,99,31,-11,-1.4,-2,5,17
Cc1onc(-c2c(Cl)cccc2Cl)c1C(=O)N1CCc2ccccc21,-0.6,94,100,-11,-5,-1.3,9,2,29
N#CCCN(Cc1cccnc1)C(=S)NC(=O)c1ccco1,-0.1,109,112,42,3,1.1,-14,-2,-7
Cc1ccc(C(C#N)c2ccc(Cl)nn2)cc1 (configuration not stated),-0.4,99,101,-20,-4,-0.7,-6,-1,12
CCc1ccc(OCC(O)CN2CCCC2)cc1 (configuration not stated),0.2,104,100,nt,-12,-0.7,-9,8,-29
COc1ccc(-n2c(C)cc(C(=O)NC3CCCCC3)c2C)cc1,-1.4,98,99,37,-1,-2.2,-6,3,16
CC(C)(C#N)NC(=O)c1ccco1,1.1,102,99,10,7,0.2,-6,2,13
CC1(C)Cc2c(c(N3CCOCC3)nc3sc(C(=O)Nc4ccc(Cl)cc4)c(N)c23)CO1,1.1,91,97,-144,5,-0.4,5,-8,-22
Cc1ccc(S(=O)(=O)CCc2nnc(NC(=O)c3ccco3)s2)cc1,2.0,99,111,12,nt,0.9,-5,0,-17
CCOc1cc(CN2CCN(C(=O)c3cccc4ccccc34)CC2)ccc1OC,0.1,108,104,35,-5,-1.6,-19,12,0
O=c1nccc(NCc2ccco2)[nH]1,0.4,93,93,-4,2,1.4,-5,-7,11
COc1ccc2[nH]cc(CCNC(=O)Cc3ccc(Cl)cc3)c2c1,4.8,104,106,46,-7,3.6,11,7,6
O=C(c1ccc(Cl)cc1)N1CCC(c2nc(-c3cccs3)no2)CC1,3.0,102,99,19,-8,1.7,1,1,6

Full records from above. Order of values: V1aR counter, MEKK2 WT-MEK5, MEKK3 PB1 HTS, PHOSPHO1 inh, GalR3 antagonist, OXTR ag, GPR7 antag, MEKK2 mut-MEK5, NALP1 inh
`COc1ccc(-n2c(C)cc(C(=O)NC3CCCCC3)c2C)cc1` reads -1.4, 98, 99, 37, -1, -2.2, -6, 3, 16
`COCCNC(=O)c1c(C)cc(C)cc1C` reads 0.5, 95, 99, 29, 1, 0.1, -6, -2, 2
`Cc1ccc(-n2cc(C(=O)c3ccc(N4CCN(C)CC4)cc3)nn2)cc1Cl` reads -0.5, 124, 107, 2, 2, 2.0, -2, -4, 7
